# PAFAH2 inh – PAFAH2 (human) inhibition | Q99487 | recombinant PAFAH2, FP-rhodamine activity probe, fluorescence polarization | inhibition, % at 3.39 µM | 340,000 tested, 0.99% active | AID 492956;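 active = inhibition above the mean over all tested compounds plus 3 SD, cut at about 30% in these data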;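 also: inhibitors block probe labeling of enzyme so polarization drops; 0% = enzyme with DMSO and 100% = wells lacking PAFAH2 protein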
# PAFAH1B3 inh – inhibitors of human PAFAH1B3; Q15102; recombinant PAFAH1B3, FP-rhodamine probe, fluorescence polarization; inhibition, % at 3.39 µM; 340,000 tested, 0.28% active; AID 492972;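 active = inhibition above the screen-wide average of all tested compounds plus 3 SD, cut at about 25% in these data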;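 also: 0% = enzyme with DMSO only and 100% = wells lacking PAFAH1B3 protein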
# Target sequence (Q15102 whole entry, looked up): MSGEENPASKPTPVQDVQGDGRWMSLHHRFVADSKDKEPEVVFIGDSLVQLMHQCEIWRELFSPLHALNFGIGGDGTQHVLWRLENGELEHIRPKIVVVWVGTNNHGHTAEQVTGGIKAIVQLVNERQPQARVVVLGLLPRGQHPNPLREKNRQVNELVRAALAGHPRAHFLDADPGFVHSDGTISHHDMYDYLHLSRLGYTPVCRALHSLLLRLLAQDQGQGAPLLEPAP
# LYPLA2 counter – blocks human lysophospholipase 2, a PME1 counter-screen; O95372; recombinant LYPLA2, FP-Rh probe fluorescence polarization; inhibition, % at 5.9 µM; 320,000 tested, 0.38% active;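 active = inhibition above the screen-wide mean plus 3 SD, limit set per campaign, cut at about 26% in these data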;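 also: 0% = LYPLA2 with DMSO and 100% = wells lacking LYPLA2 enzyme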
# EBNA-1 inhibitor – blocks EBNA-1 binding to DNA. EBNA-1 DNA binding, fluorescence polarization. 300,000 tested, 0.34% active. AID 1950. inhibition, % at 14.8 µM; in the data active = inhibition above about 28%
# pPAFAH inh – inhibitors of human plasma PAF acetylhydrolase (pPAFAH). recombinant pPAFAH, FP-rhodamine probe fluorescence polarization. inhibition, % at 3.39 µM. 330,000 tested, 1.5% active;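 active = inhibition above the mean inhibition across the screen plus 3 SD, cut at about 25% in these data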;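 also: inhibitors block binding of the rhodamine activity-based probe so polarization drops; 0% = enzyme with DMSO and 100% = wells lacking pPAFAH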
# PREPL inhibitor – inhibitors of human prolyl oligopeptidase-like enzyme PREPL. recombinant PREPL, fluorescence polarization activity-based probe. 320,000 tested, 0.68% active. AID 2751. inhibition, % at 5.96 µM. Q4J6C6; in the data active = inhibition above about 43%;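 also: 0% = enzyme with DMSO and 100% = wells lacking enzyme; many of its hits are not listed in these tables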
# PAFAH1B2 FP inh – inhibitors of human PAFAH1B2 | P68402 | recombinant PAFAH1B2, FP-rhodamine activity probe, fluorescence polarization | inhibition, % at 3.39 µM | 340,000 tested, 1.2% active | AID 492953;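 active = inhibition above the mean of all tested compounds plus 3 SD, cut at about 24% in these data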;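 also: 0% = enzyme with DMSO and 100% = wells lacking PAFAH1B2; many of its hits are not listed in these tables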
# Target sequence (P68402 whole entry, looked up): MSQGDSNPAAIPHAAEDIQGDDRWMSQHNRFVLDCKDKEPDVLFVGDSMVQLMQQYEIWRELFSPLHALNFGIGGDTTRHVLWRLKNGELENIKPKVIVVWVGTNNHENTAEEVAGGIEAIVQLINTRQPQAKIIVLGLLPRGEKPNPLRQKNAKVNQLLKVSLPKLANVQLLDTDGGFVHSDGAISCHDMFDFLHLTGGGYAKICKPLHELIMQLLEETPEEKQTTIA
# LYPLA1 inh – counter-screen for PME1 inhibitors: inhibitors of human LYPLA1 | O75608 | recombinant LYPLA1, FP-Rh probe fluorescence polarization | inhibition, % at 5.9 µM | 320,000 tested, 0.16% active;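 active = inhibition above the mean of all tested compounds plus 3 SD, set per campaign, cut at about 14% in these data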;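 also: inhibitors block serine hydrolase probe labeling of LYPLA1 so polarization falls; 0% = enzyme with DMSO and 100% = wells lacking LYPLA1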
# ZTA counter – ZTA (EBV) inhibition in EBNA-1 counter-screen | inhibition, % at 11 µM | P03206 | AID 2234 | 320,000 tested, 0.15% active | ZTA-DNA binding, fluorescence polarization; in the data active = inhibition above about 33%
# Target sequence (P03206 whole entry, looked up): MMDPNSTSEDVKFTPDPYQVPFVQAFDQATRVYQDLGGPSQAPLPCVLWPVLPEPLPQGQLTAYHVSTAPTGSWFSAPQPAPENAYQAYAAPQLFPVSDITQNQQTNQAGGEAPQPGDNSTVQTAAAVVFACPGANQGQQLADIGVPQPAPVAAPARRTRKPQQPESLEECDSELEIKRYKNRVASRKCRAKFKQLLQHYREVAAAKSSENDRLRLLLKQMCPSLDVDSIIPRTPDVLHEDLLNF
# Active calls of the source: *; nt = no result given. Not all compounds are listed; the hit share may differ from the screen's.
SMILES,PAFAH2 inh,PAFAH1B3 inh,LYPLA2 counter,EBNA-1 inhibitor,pPAFAH inh,PREPL inhibitor,PAFAH1B2 FP inh,LYPLA1 inh,ZTA counter
O=C(c1cc(=O)[nH]c2ccccc12)N1CCN(c2ccc([N+](=O)[O-])cc2)CC1,8,8,9,3,6,21,8,-1,0
CCCC1=C(C(=O)OCC)C(c2ccc(O)cc2)n2ncnc2N1 (stereo unspecified),0,9,1,11,4,1,8,1,-4
COc1ccc(CCNC(=O)CCS(=O)(=O)c2ccc3c(c2)NC(=O)C(C)S3)cc1OC (stereo unspecified),-6,4,0,-8,0,-1,1,4,-4
C=CCN1C(=O)c2ccc(C(=O)NCCc3ccc(F)cc3)cc2C1=O,3,0,11,7,3,16,0,-2,7
O=c1[nH]c2cc3c(cc2cc1CN(Cc1nnnn1C1CCCC1)C1CCCC1)OCCO3,3,12,-2,-12,9,26,3,-1,-9
Cn1c(=O)c2ncn(CC(=O)Nc3ccc4c5c(cccc35)CC4)c2n(C)c1=O,-9,-2,-4,-6,0,23,0,0,-10
COc1ccc(Cn2c(C)nc([N+](=O)[O-])c2SCC(=O)O)cc1[N+](=O)[O-],nt,nt,-4,-1,-7,12,nt,0,-1
O=C(CNS(=O)(=O)c1cccc(Cl)c1)OCc1csc(-c2ccccc2)n1,7,16,8,2,21,-21,5,4,-2
N#CC1=C(N)Oc2cc(N)ccc2C1c1ccsc1 (stereo unspecified),2,7,-4,3,15,10,1,1,-16
Cc1ccc(NC(=O)CCC(=O)NNS(=O)(=O)c2ccccc2)c(C)c1,1,-4,3,11,3,9,1,4,-2
CCCNC(=O)COC(=O)/C(C#N)=C/c1cc(C)n(CCC)c1C,22,7,-3,0,-2,5,-4,-3,7
CC(=O)Nc1cccc(NC(=O)CSc2ccc(C(F)(F)F)cc2[N+](=O)[O-])c1,-8,6,1,11,1,2,0,-5,-2
Cc1ccc(NC(=O)C2CCN(S(=O)(=O)c3cnc[nH]3)CC2)cc1C,-1,1,-2,-4,1,3,3,-2,-19
O=C(Nc1ccc(Cl)c(Cl)c1)c1cccc(S(=O)(=O)NCc2cccnc2)c1,-58,-51,-23,-3,-15,-7,-21,-18,-20
NS(=O)(=O)c1ccc(CCNc2ccccc2[N+](=O)[O-])cc1,-14,5,9,-6,2,16,7,2,1
O=C(Nc1ccccc1)c1cccc(S(=O)(=O)Oc2ccc([N+](=O)[O-])cc2)c1,2,5,-3,10,10,-10,19,-7,-6
Cc1cc(C)c2nncn2n1,-11,3,-5,-2,5,-4,-1,-1,3
CC(=O)NCCC(Cc1ccccc1)c1ccco1 (stereo unspecified),3,4,2,-3,4,3,-1,3,0
O=C(COC(=O)COc1ccc2ccccc2c1)Nc1cc(C(F)(F)F)ccc1N1CCOCC1,-9,2,-5,0,5,21,3,-9,2
Cc1ccc2nc(-c3ccc(NS(=O)(=O)c4ccc(F)c(F)c4)cc3)sc2c1,6,-2,-19,-1,24,-24,-4,-19,10

# Three compounds out of the list above, ordered by the number in PAFAH1B2 FP inh, lowest first:
Molecule	PAFAH2 inh	PAFAH1B3 inh	EBNA-1 inhibitor	pPAFAH inh	PREPL inhibitor	PAFAH1B2 FP inh
O=C(COC(=O)COc1ccc2ccccc2c1)Nc1cc(C(F)(F)F)ccc1N1CCOCC1	-9	2	0	5	21	3
O=C(CNS(=O)(=O)c1cccc(Cl)c1)OCc1csc(-c2ccccc2)n1	7	16	2	21	-21	5
CCCC1=C(C(=O)OCC)C(c2ccc(O)cc2)n2ncnc2N1 (stereo unspecified)	0	9	11	4	1	8

# Grouped by structure, the compounds so far containing sulfur (11)
SMILES,PAFAH2 inh,PAFAH1B3 inh,LYPLA2 counter,EBNA-1 inhibitor,pPAFAH inh,PREPL inhibitor,PAFAH1B2 FP inh,LYPLA1 inh,ZTA counter
COc1ccc(CCNC(=O)CCS(=O)(=O)c2ccc3c(c2)NC(=O)C(C)S3)cc1OC (stereo unspecified),-6,4,0,-8,0,-1,1,4,-4
COc1ccc(Cn2c(C)nc([N+](=O)[O-])c2SCC(=O)O)cc1[N+](=O)[O-],nt,nt,-4,-1,-7,12,nt,0,-1
O=C(CNS(=O)(=O)c1cccc(Cl)c1)OCc1csc(-c2ccccc2)n1,7,16,8,2,21,-21,5,4,-2
N#CC1=C(N)Oc2cc(N)ccc2C1c1ccsc1 (stereo unspecified),2,7,-4,3,15,10,1,1,-16
Cc1ccc(NC(=O)CCC(=O)NNS(=O)(=O)c2ccccc2)c(C)c1,1,-4,3,11,3,9,1,4,-2
CC(=O)Nc1cccc(NC(=O)CSc2ccc(C(F)(F)F)cc2[N+](=O)[O-])c1,-8,6,1,11,1,2,0,-5,-2
Cc1ccc(NC(=O)C2CCN(S(=O)(=O)c3cnc[nH]3)CC2)cc1C,-1,1,-2,-4,1,3,3,-2,-19
O=C(Nc1ccc(Cl)c(Cl)c1)c1cccc(S(=O)(=O)NCc2cccnc2)c1,-58,-51,-23,-3,-15,-7,-21,-18,-20
NS(=O)(=O)c1ccc(CCNc2ccccc2[N+](=O)[O-])cc1,-14,5,9,-6,2,16,7,2,1
O=C(Nc1ccccc1)c1cccc(S(=O)(=O)Oc2ccc([N+](=O)[O-])cc2)c1,2,5,-3,10,10,-10,19,-7,-6
Cc1ccc2nc(-c3ccc(NS(=O)(=O)c4ccc(F)c(F)c4)cc3)sc2c1,6,-2,-19,-1,24,-24,-4,-19,10

# Carrying on.
SMILES,PAFAH2 inh,PAFAH1B3 inh,LYPLA2 counter,EBNA-1 inhibitor,pPAFAH inh,PREPL inhibitor,PAFAH1B2 FP inh,LYPLA1 inh,ZTA counter
Cc1ccc(C)c(N2C(=O)CC(Cc3ccc(Cl)cc3)C2=O)c1 (stereo unspecified),4,5,-4,10,4,0,8,-8,2
O=C(NCc1ccco1)c1ccc(Cn2c(=O)c3sccc3n(Cc3ccc(F)cc3)c2=O)cc1,1,-3,-12,-15,0,-37,-1,-8,-5
O=C1Cn2c(nc3ccccc32)-c2ccccc2N1,0,0,-2,-18,-9,-8,0,-3,5
Cc1ccc(CNC(=O)CO/N=C/c2ccc(C(C)(C)C)cc2)cc1,-6,3,0,-19,7,3,29*,2,2
CC1CCCC(C)N1C(=O)COC(=O)C1CCN(S(=O)(=O)c2ccc3c(c2)OCCO3)CC1 (stereo unspecified),2,4,2,0,6,-2,2,-3,-2
Cc1c(Cl)c([N+](=O)[O-])nn1CCCC(=O)Nc1cccnc1,0,-1,2,2,5,11,1,1,-11
Cc1ccc(NC(=O)CSc2nc(=O)cc(N)n2-c2ccccc2)cc1,11,9,-6,-6,8,2,0,-1,0
CN1N=C(/C=C/c2ccccc2)CCC1=O,-2,7,-4,-17,-3,-10,1,-3,2
COc1cc(/C=C2\C(=N)N3N=CSC3=NC2=O)cc(Br)c1OC(=O)c1ccco1,-4,7,6,1,7,16,2,3,2
Cc1cc(NC(=O)CSc2nc(N)c(NC(=O)c3ccccc3F)c(=O)[nH]2)no1,-3,2,4,-10,5,18,-5,3,-15
C/C=C/c1ccc(OCC(=O)NNC(=O)CN(C)S(=O)(=O)c2ccc(C)cc2)c(OC)c1,3,12,nt,nt,6,17,7,nt,nt
C/C(=C1/SC(N2CCCC2)=NC1=O)c1ccc(Br)cc1,4,5,1,4,8,17,3,-2,1
CC(C)CCNC(=O)CN(C(=O)CCC(=O)Nc1ccccn1)c1ccc2c(c1)OCO2,-11,7,-3,-4,-8,-5,-1,0,-16
Cc1c(C(=O)O)[nH]c2c1C(=O)CC(c1ccc(C(C)(C)C)cc1)C2 (stereo unspecified),1,7,-2,25,5,-8,8,-1,18
CCOC(=O)N1CCC(NC(=O)CS(=O)(=O)Cc2nc(-c3ccccc3Cl)oc2C)CC1,3,-2,4,4,4,4,5,-2,11
COc1ccc(OC)c(-n2c(C)cc(/C=C3\C(=N)N4N=C(CC(=O)N5CCOCC5)SC4=NC3=O)c2C)c1,2,1,0,-2,15,9,0,7,-18
NC(=O)COc1ccc2cc(-c3ccc(F)cc3)c(=O)oc2c1,5,1,-2,1,5,-5,-1,0,-17
Cc1csc(NC(=O)CSc2nnc(-c3ccncc3)n2C)n1,1,4,2,11,-1,-2,6,4,2
CC(C)OC(=O)CSc1nc2ncccc2[nH]1,-10,12,0,7,0,-5,1,2,-23
Cc1cc(C(=O)N2CCN(c3ncccn3)CC2)c2cc(F)ccc2n1,7,11,2,1,-1,4,2,0,2

# Continued:
SMILES,PAFAH2 inh,PAFAH1B3 inh,LYPLA2 counter,EBNA-1 inhibitor,pPAFAH inh,PREPL inhibitor,PAFAH1B2 FP inh,LYPLA1 inh,ZTA counter
NNC(=O)c1ccc(COc2ccc3c(c2)CCC3)cc1,-1,0,-8,0,0,5,1,-5,-3
Cc1ccc(NC(=O)COC(=O)c2cccc(OC(F)F)c2)cc1S(=O)(=O)N1CCCCC1,11,-11,-66,nt,-1,-4,-8,-42,18
CCOC(=O)c1ccc(NC(=O)CSc2nc(SC)ns2)cc1,0,2,-3,1,-1,-12,2,-13,2
C=CCN=C(NC#N)SCC(=O)c1cccc(OC)c1,0,16,3,5,61*,17,4,1,-14
O=C(Cn1cc(CCO)nn1)N1CCNCC1,9,-1,4,12,7,-2,1,0,2
O=C(NN1C(=O)/C(=C/c2ccc(O)c([N+](=O)[O-])c2)SC1=S)c1ccccc1Cl,18,22,-2,-8,22,24,6,-4,-5
COc1cccc(-c2nc(CSCC(=O)N3CCc4ccccc43)c(C)o2)c1,4,-1,4,0,1,-3,4,2,2
CC(NC(=O)c1ccc([N+](=O)[O-])o1)C1CC2CCC1C2 (stereo unspecified),5,7,nt,nt,7,11,15,nt,nt
CC12CCC(=O)N1C(C(=O)N1CCN(S(=O)(=O)c3ccccc3F)CC1)CS2 (stereo unspecified),6,6,-1,5,1,-12,4,4,-2

# Source: PubChem BioAssay (The Scripps Research Institute Molecular Screening Center)
